Screening results from PubChem BioAssay.
HSF1 activator – increases HSF-1 driven luciferase reporter signal; activation, % at 9 µM; NIH3T3-HGL HSF-1 luciferase reporter, MG132, 8 h; 100% = twice DMSO control signal; AID 504408; 300,000 compounds, 1.7% hits;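 active = mean replicate activation of at least 50% with a set share of replicates each reaching 50%; inconclusive = only one of those two conditions met; inactive = mean below 50% and too few replicates reaching it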;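 also: 0% = median of the neutral control wells and 100% = twice that signal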
HSP90 refold inh – inhibitors of HSP90 luciferase refolding in rabbit reticulocyte lysate. luciferase refolding luminescence, 3 h. inhibition, % at 5.6 µM. 290,000 compounds, 0.91% hits. AID 1789;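 active = inhibition above the screen-wide mean plus 3 SD, computed separately per campaign, cut at about 16% in these data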;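 also: 0% = DMSO wells and 100% = 60 µM geldanamycin wells; inhibitors lower the luminescence because luciferase stays unfolded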
SKKanGAS inh – inhibitors of SKKanGAS S. pyogenes growth in kanamycin (SK-promoter or general growth effect) | BacTiter-Glo, 6 h | 300,000 compounds, 1.3% hits | inhibition, % at 7.5 µM | AID 1662;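 active = mean replicate score, as percent of positive control median, at least 50; inconclusive = mean below 50 but one replicate at or above 50; inactive = mean and every replicate below 50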;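 also: strain carries kanamycin resistance gene driven by streptokinase promoter and grows in 40 µg/ml kanamycin; loss of luminescence reflects streptokinase promoter inhibition or plain growth inhibition; 0% = median of DMSO wells and 100% = positive control at its reference dose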
KLF5 inh – kruppel-like factor 5 inhibition | 290,000 compounds, 0.23% hits | DLD-1 KLF5 promoter-luciferase reporter, luminescence | inhibition, % at 5 µM | AID 1700;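 active = inhibition above a per-plate limit of that plate's mean compound inhibition plus 3 SD, cut at about 60% in these data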;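 also: 0% = DMSO wells and 100% = LY294002 at 200 µM; higher means less KLF5 promoter-driven luciferase light; inactives centre near -14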
IEC-6 tox – IEC-6 cytotoxicity, counter-screen for KLF5 inhibitors. luminescence viability. inhibition, % at 5 µM. 290,000 compounds, 0.78% hits; in the data active = inhibition above about 22%;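 also: 0% = plate median of test compound wells and 100% = cytotoxic reference compound wells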
AI-2 QS mod – modulates the Vibrio harveyi AI-2 quorum sensing system. Vibrio harveyi JMH597 AI-2 luminescence/OD600 ratio, 9 h; active compounds read low; strain lacks LuxN and CqsS sensors; 0 = neutral-control median. activity change, % at 7.5 µM. 300,000 compounds, 0.4% hits. AID 2094; in the data active = activity change below about -75%, passing the limit was not always enough; inconclusive = no clear call, values can overlap the other calls;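 also: luminescence divided by OD600 gain over 9 h not by final OD600 alone; inactives centre near 13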
Platelet DG rel – modulates dense granule release in human platelets. inhibition, %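 (compounds screened at 7.5 µM in platelet-rich plasma)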. human platelet-rich plasma, SFLLRN dense granule ATP release, luminescence. 300,000 compounds, 0.22% hits;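 active = mean replicate score, as percent of positive control, at or above 50; inconclusive = mean below 50 but at least one replicate at or above 50; inactive = mean and every replicate below 50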
aSyn 5UTR inh – MLPCN primary screen, SNCA 5' untranslated region; alpha-synuclein 5'UTR reporter, inhibitor activity; inhibition, % (tested at 7.5 µM); 300,000 compounds, 0.82% hits; AID 1813; in the data active = inhibition above about 60%; inconclusive = no clear call, values can overlap the other calls;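 also: H4 neuroglioblastoma cells stably carrying SNCA 5'UTR luciferase fusion; 0% = DMSO wells and 100% = positive control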
HIF act – HIF pathway transcriptional activation. U2OS HRE-luciferase reporter, luminescence; normalized: DMSO 0%, desferrioxamine 100%. activation, % at 7.5 µM (by protocol). 300,000 compounds, 0.32% hits;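 active = mean activation of at least 10% of the iron chelator positive control signal, with at least half of replicates also reaching 10%; inconclusive = mean and replicate majority disagree about reaching 10%; inactive = mean and most replicates under 10%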
HSF1 inhib – HSF1 inhibition | NIH3T3-HGL HSE-luciferase, MG132-induced, luminescence 8 h; active compounds read low | activity change, negative = inhibition, % at 7.5 µM (by protocol) | 300,000 compounds, 0.77% hits;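 active = more than half of replicate wells show activity change below -50%, luminescence cut by over half; inconclusive = some wells, but at most half, below -50%; inactive = no replicate well below -50%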;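 also: luciferase reports HSF-1 transcriptional activity via heat shock element; 0% = median of DMSO wells and -100% = zero luminescence signal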
An asterisk follows results filed as active; ? = inconclusive; . = not tested or not shown.

#	SMILES	HSF1 activator	HSP90 refold inh	SKKanGAS inh	KLF5 inh	IEC-6 tox
1	S=c1nc(C2CCCCC2)n(-c2ccccc2)[nH]1	20	3	-2	-49	6
2	COC(=O)Cn1c(CCS(=O)(=O)c2ccc(Cl)cc2)nc2ccccc21	10	3	-2	19	-2
3	COC(=O)Cc1cccc2c(=O)c3ccccc3oc12	-6	1	3	15	3
4	COC(=O)c1cc(Br)c(=O)n(CCc2ccc(O)cc2)c1	5	-1	-10	8	1
5	O=C(NCc1ccncc1)C(=O)Nc1nc2ccccc2s1	25	-2	-20	-59	-2
6	CCC(=O)OCC(=O)c1cc(C)n(-c2ccc(Br)cc2)c1C	40	0	18	-14	1
7	C=CCNc1nnc(C)c2ccccc12	-9	5	10	-29	2
8	O=C(N/N=C/c1ccc(N2CCOCC2)s1)c1ccccc1Br	13	3	6	-23	2
9	CCOC(=O)C1CC(c2ccccc2)=NNC1=O (centres undefined)	-3	-3	-2	6	-8
10	CC(C)(C)c1ccc(OCCON2C(=O)CCC2=O)c(Cl)c1	10	-1	-4	-9	0
11	O=C(CSc1ncccn1)Nc1ccc(S(=O)(=O)N2CCCCC2)cc1	-9	-1	2	-10	1
12	CCOC(=O)CC1(C)NC(=O)c2c(C)sc(C(=O)OCC)c2N1 (centres undefined)	13	0	-4	-2	-2

#	AI-2 QS mod	Platelet DG rel	aSyn 5UTR inh	HIF act	HSF1 inhib
1	5	3	-11	0.2	-1
2	10	3	3	-0.6	8
3	28	4	6	-0.2	4
4	24	-3	7	-0.1	0
5	2	18	-72	0.4	2
6	26	3	9	3.2	4
7	19	-2	1	-5.4	2
8	15	5	-61	0.6	10
9	8	-2	40	0.0	2
10	11	2	50	-2.3	6
11	22	1	2	-0.2	-3
12	27	3	17	-0.3	5

Additional entries.
#	SMILES	HSF1 activator	HSP90 refold inh	SKKanGAS inh	KLF5 inh	IEC-6 tox
13	O=[N+]([O-])c1cccc2nc(-c3ccccc3)c(-c3ccccc3)nc12	4	3	0	-12	-5
14	O=C(/C=C/c1ccc(F)cc1)NC(=S)Nc1ccccc1C(=O)NC1CCCCC1	.	-4	8	-54	-5
15	COc1ccc(CCNc2ccc([N+](=O)[O-])cn2)cc1	14	0	-5	-47	2
16	Cc1ccccc1NC(=O)COc1nsnc1N1CCOCC1	21	0	8	-8	3
17	Cc1cc(C)n(C(=O)c2ccc([N+](=O)[O-])cc2Cl)n1	-18	0	3	-22	1
18	COC(=O)C(C)NC(=O)CNS(=O)(=O)c1ccc(F)cc1 (centres undefined)	10	-2	-1	-36	-2
19	O=C(NCC1CCN(Cc2ccc(Cl)cc2)CC1)C1CCCN(c2ncnc3c2nc2n3CCCCC2)C1 (centres undefined)	8	-5	3	-22	3
20	CC[C@@H](C)[C@@H](C(=O)N1CCN(C(=O)OC(C)(C)C)CC1)n1cc(CCC(=O)O)nn1	-9	.	0	.	.
21	COc1ccc(CCNC(=O)c2csc3c2CCCC3)cc1	29	-3	4	-6	3
22	CCN(CC)/C(=N/S(=O)(=O)c1ccc(C)cc1)c1ccccc1	1	-1	-8	-58	-4
23	O=C(Oc1c(Cl)cc(Cl)c2ccccc12)N1CCCC1	13	-1	4	-20	-3
24	O=C(NCc1cccnc1)c1cc2nc(-c3ccc4c(c3)OCO4)cc(C(F)(F)F)n2n1	-2	1	1	0	2

#	AI-2 QS mod	Platelet DG rel	aSyn 5UTR inh	HIF act	HSF1 inhib
13	16	0	-37	-0.3	13
14	14	6	-8	-0.2	.
15	-25	-3	-14	0.3	13
16	20	2	21	-0.5	-2
17	6	8	5	-0.2	0
18	33	2	-4	-0.2	2
19	-1	3	-27	0.1	-1
20	9	5	-3	0.0	-5
21	1	1	-35	0.6	8
22	-10	4	10	-0.2	-2
23	-2	-4	11	-0.1	-9
24	14	-1	21	-0.1	-1

Other entries.
#	SMILES	HSF1 activator	HSP90 refold inh	SKKanGAS inh	KLF5 inh	IEC-6 tox
25	Cc1cccc(OCCCC(=O)Nc2nnc(C3CCCO3)s2)c1C (centres undefined)	-3	-2	6	-28	1
26	COC(=O)c1sccc1N/N=C/c1ccc(OC)c(OC)c1OC	33	-5	-10	-50	4
27	CCSc1nc2c(c(=O)[nH]1)C(c1ccncc1)C(C(=O)OC)=C(C)N2 (centres undefined)	9	2	-3	0	6
28	CC(=O)c1c(C)n(-c2ccccc2Br)c2ccc(O)cc12	-10	0	-2	-9	3
29	Cc1ccccc1N1CCN(C2CCCN(C(=O)c3cc(CC(C)C)nn3C)C2)CC1 (centres undefined)	-4	-1	-5	-27	-4
30	COc1ccc(N(CC(=O)NC2CCCCC2)C(=O)CNC(=O)c2cccs2)cc1OC	-5	1	-4	1	0
31	O=C(COC(=O)COc1ccc(Cl)cc1Br)NCc1cccs1	6	5	-6	-3	3
32	COc1ccc(OCC(O)Cn2cnc(-c3ccc(Br)cc3)c2)cc1 (centres undefined)	13	2	-1	-9	-1
33	COC(=O)C1=C(O)C(C(=O)OC)C(c2ccc(C)cc2)C(C#N)(C#N)C1c1ccc(C)cc1 (centres undefined)	-5	-3	?	1	2
34	CC1CCCC(=C\c2ccccc2)/C1=N/O (centres undefined)	-5	-6	3	-8	-1
35	COc1ccc(CCNC(=O)C(C)Sc2ccccc2)cc1OC (centres undefined)	-22	1	1	12	-3
36	Cc1cccc(NC(=O)c2cnn(-c3ccccc3)c2C)c1C	30	-4	-3	-103	-2

#	AI-2 QS mod	Platelet DG rel	aSyn 5UTR inh	HIF act	HSF1 inhib
25	26	-2	-1	-0.4	-4
26	12	13	-140	3.4	13
27	11	7	-15	0.0	-6
28	22	2	6	1.5	-5
29	22	4	-2	0.0	-3
30	11	0	1	-0.9	-1
31	13	-1	-33	0.0	0
32	-5	-3	15	0.1	0
33	16	-1	56	-0.7	1
34	19	-15	10	-0.9	2
35	-3	-12	5	0.1	-5
36	11	6	-129	4.2	19

Continued.
#	SMILES	HSF1 activator	HSP90 refold inh	SKKanGAS inh	KLF5 inh	IEC-6 tox
37	Cc1cc(C(=O)N/N=C/c2ccc([N+](=O)[O-])cc2)c(C)o1	14	-4	.	-35	2
38	Cn1c(Cn2nnc3ccccc32)nnc1SCC(=O)N1c2ccccc2Sc2ccccc21	11	2	-17	-20	4
39	CC(=O)c1ccc2c(c1)OCCOCCOCCO2	-25	2	2	-6	-7
40	COc1ccccc1C(=O)OCc1ccc2sc(C)nc2c1	29	1	-3	3	-1
41	O=C(CN1CCC(C(=O)c2ccc3c(c2)OCCO3)CC1)NCc1ccccc1	-2	-3	10	-6	4
42	COc1cccc(CNc2ccc([N+](=O)[O-])cc2C)c1	-3	-3	5	-20	-9
43	Cc1ccc(SCC(=O)Nc2cccc(C)c2)cc1	-20	0	4	-19	-2
44	O=C(/C=C/c1ccc2ccccc2n1)N1CCN(S(=O)(=O)c2ccc(F)cc2)CC1	-13	3	2	10	-1
45	CCCOC1CCCN(C(=O)c2cc(COc3ccc(F)c(F)c3)on2)C1 (centres undefined)	32	-4	-5	-110	-2
46	Cc1cc2c(cn1)C(CCC#N)(CCC#N)c1ccccc1-2	2	5	1	-12	-3
47	CCOc1ccc(NC(=O)CSc2n[nH]c(N)n2)c([N+](=O)[O-])c1	10	-4	-5	-14	2
48	O=C(Nc1nnc(-c2ccccc2Cl)o1)c1nc2ccccc2s1	21	-3	95*	-14	-1

#	AI-2 QS mod	Platelet DG rel	aSyn 5UTR inh	HIF act	HSF1 inhib
37	10	0	-6	0.5	4
38	-6	-4	16	-0.4	7
39	11	-3	9	-0.1	-17
40	8	2	3	2.6	8
41	3	-3	24	0.1	-5
42	16	0	-7	0.4	9
43	3	-3	-135	1.1	-18
44	23	16	43	-0.3	-4
45	28	-9	-118	3.6	18
46	.	13	3	-0.8	-10
47	15	2	9	0.0	4
48	101	30	-15	0.9	-3

Profiles from above.
COc1ccccc1C(=O)OCc1ccc2sc(C)nc2c1 in the list: HSF1 activator = 29; HSP90 refold inh = 1; SKKanGAS inh = -3; KLF5 inh = 3; IEC-6 tox = -1; AI-2 QS mod = 8; Platelet DG rel = 2; aSyn 5UTR inh = 3; HIF act = 2.6; HSF1 inhib = 8
Cc1ccc(SCC(=O)Nc2cccc(C)c2)cc1 in the list: HSF1 activator = -20; HSP90 refold inh = 0; SKKanGAS inh = 4; KLF5 inh = -19; IEC-6 tox = -2; AI-2 QS mod = 3; Platelet DG rel = -3; aSyn 5UTR inh = -135; HIF act = 1.1; HSF1 inhib = -18

Further results follow.
#	SMILES	HSF1 activator	HSP90 refold inh	SKKanGAS inh	KLF5 inh	IEC-6 tox
49	O=C(CSc1n[nH]c(-c2cccs2)n1)N1CCN(S(=O)(=O)c2ccc3ccccc3c2)CC1	7	1	-2	-22	0
50	C=CCSc1ncccc1C(=O)NCCc1ccccc1	0	-3	-3	-50	0
51	CCN1CCN(c2ccc(S(=O)(=O)N3CCOCC3)cc2NC(=O)/C=C/c2ccc([N+](=O)[O-])cc2)CC1	3	.	-8	.	.
52	COc1ccc(OC)c2[nH]c(=O)c(CCNC(=O)C(C)(C)C)cc12	7	-1	-4	7	-3

#	AI-2 QS mod	Platelet DG rel	aSyn 5UTR inh	HIF act	HSF1 inhib
49	17	-4	13	-0.4	-2
50	15	0	-1	0.1	-1
51	16	-20	3	-0.3	-6
52	6	-5	9	0.1	-4
